# NLRP3 yeast inh: blocks the NALP3 inflammasome reconstituted in yeast; Yeast reconstituted NLRP3/ASC/caspase-1, beta-gal luminescence, 24 h; inhibition, % at 10 µM; 0.39% of 330,000 active;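 active = inhibition of 50% or more; inactive = inhibition below 50%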;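 note: plate controls were induced DMSO wells for no effect and uninduced yeast grown without galactose for full effect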
# SENP8 block-1: SENP8 protease inhibition; Q96LD8; purified SENP8, Z-RLRGG-aminoluciferin cleavage, luminescence; inhibition, % at 10 µM; 1.2% of 330,000 active; AID 2540; in the data active = inhibition above about 50%
# PfG6PD inh: PfG6PD (Plasmodium falciparum) enzyme inhibition; PfGluPho enzyme, NADPH resazurin-diaphorase fluorescence; inhibition, % at 20 µM; 0.78% of 350,000 active; AID 504690;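 active = inhibition reaching at least a set limit at 20 µM in the primary screen, cut at about 59% in these data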;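 note: 0% = DMSO wells with substrate and 100% = DMSO wells lacking glucose-6-phosphate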
# SENP6 inh: inhibitors of human SENP6 protease | Q9GZR1 | 1.8% of 330,000 active | Recombinant SENP6 catalytic domain, aminoluciferin luminescence | inhibition, % at 10 µM | AID 2599;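 active = inhibition above about 50% at the single tested dose, limit read from the data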;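 note: plate controls were DMSO wells with enzyme for no effect and DMSO wells lacking enzyme for full effect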
# SENP8 block-2: SENP8 (human) protease inhibition; recombinant SENP8, Nedd8 substrate fluorescence; inhibition, % at 20 µM; 0.64% of 360,000 active; AID 602440; in the data active = inhibition mostly above about 40%, no sharp cut-off; inactive = mostly below about 27%
# SENP7 block: blocks the human protease SENP7. Q9BQF6. recombinant SENP7, Z-RLRGG-aminoluciferin luminescence, 40 min. inhibition, % at 5 µM. 1.5% of 330,000 active. AID 434973;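 active = inhibition above about 50% at the single test dose, limit read from the data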;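 note: plate controls were DMSO with enzyme for no effect and no enzyme buffer wells for full effect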
# SENP1 inh: inhibitors of human SENP1 SUMO protease catalytic domain; Q9P0U3; recombinant SENP1 catalytic domain, CyPet-SUMO1-YPet FRET cleavage; inhibition, % at 10 µM; 0.21% of 360,000 active; AID 624204;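 active = inhibition at least 30% at 10 µM, raw YFP signal under a set limit, fluorescence ratio 0.5 to 1.5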;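 note: 0% = enzyme with DMSO and 100% = no enzyme wells; some results filed as inactive read as strong as hits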
# Target sequence (Q9P0U3 419-644 limits assumed): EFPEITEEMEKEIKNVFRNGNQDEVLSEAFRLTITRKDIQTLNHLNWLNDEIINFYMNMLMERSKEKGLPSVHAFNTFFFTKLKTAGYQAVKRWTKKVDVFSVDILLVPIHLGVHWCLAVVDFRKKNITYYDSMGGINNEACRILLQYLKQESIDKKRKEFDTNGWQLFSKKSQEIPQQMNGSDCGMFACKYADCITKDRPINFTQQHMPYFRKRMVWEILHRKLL
#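 Test system: recombinant human SENP1 catalytic domain, His6-tagged / Medium: pH 8 Tris buffer with EDTA, NaCl, BME, BSA, NP40, catalase / Also added: SUMO1 FRET substrate flanked by Cypet and Ypet, 25 nM / Times: 50 min reaction at room temperature / Signal: FRET, CFP and YFP emission / Control set: no-enzyme low control and enzyme-plus-DMSO high control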
# Apaf-1 inh: blocks human Apaf-1 apoptosome activity; O14727; reconstituted apoptosome caspase-3 activity, DEVD-Rh110 fluorescence; inhibition, % at 20 µM; 0.71% of 330,000 active; active = inhibition of at least 40% at 20 µM;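 note: plate controls were DMSO wells for no effect and DEVD-CHO caspase inhibitor wells for full effect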
#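 System – cell-free apoptosome with Apaf-1, procaspase-3 and caspase-9 · Buffer or medium – pH 7.5 Hepes buffer with CHAPS, BSA, DTT · Also added – cytochrome c with DEVD-Rh110 · Times – 30 min compound preincubation, 50 min activation, room temperature · Technique – Rh110 fluorescence intensity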
# HKDC1 inh: blocks human hexokinase HKDC1 activity; Q2TB90; recombinant HKDC1, G6PDH/diaphorase resazurin coupled fluorescence; inhibition, % at 20 µM; 0.16% of 340,000 active;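 active = inhibition above about 35% when tested at 20 µM, limit read from the data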;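 note: plate controls were DMSO wells with enzyme for no effect and DMSO wells lacking enzyme for full effect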
# Target sequence (Q2TB90 whole entry, looked up): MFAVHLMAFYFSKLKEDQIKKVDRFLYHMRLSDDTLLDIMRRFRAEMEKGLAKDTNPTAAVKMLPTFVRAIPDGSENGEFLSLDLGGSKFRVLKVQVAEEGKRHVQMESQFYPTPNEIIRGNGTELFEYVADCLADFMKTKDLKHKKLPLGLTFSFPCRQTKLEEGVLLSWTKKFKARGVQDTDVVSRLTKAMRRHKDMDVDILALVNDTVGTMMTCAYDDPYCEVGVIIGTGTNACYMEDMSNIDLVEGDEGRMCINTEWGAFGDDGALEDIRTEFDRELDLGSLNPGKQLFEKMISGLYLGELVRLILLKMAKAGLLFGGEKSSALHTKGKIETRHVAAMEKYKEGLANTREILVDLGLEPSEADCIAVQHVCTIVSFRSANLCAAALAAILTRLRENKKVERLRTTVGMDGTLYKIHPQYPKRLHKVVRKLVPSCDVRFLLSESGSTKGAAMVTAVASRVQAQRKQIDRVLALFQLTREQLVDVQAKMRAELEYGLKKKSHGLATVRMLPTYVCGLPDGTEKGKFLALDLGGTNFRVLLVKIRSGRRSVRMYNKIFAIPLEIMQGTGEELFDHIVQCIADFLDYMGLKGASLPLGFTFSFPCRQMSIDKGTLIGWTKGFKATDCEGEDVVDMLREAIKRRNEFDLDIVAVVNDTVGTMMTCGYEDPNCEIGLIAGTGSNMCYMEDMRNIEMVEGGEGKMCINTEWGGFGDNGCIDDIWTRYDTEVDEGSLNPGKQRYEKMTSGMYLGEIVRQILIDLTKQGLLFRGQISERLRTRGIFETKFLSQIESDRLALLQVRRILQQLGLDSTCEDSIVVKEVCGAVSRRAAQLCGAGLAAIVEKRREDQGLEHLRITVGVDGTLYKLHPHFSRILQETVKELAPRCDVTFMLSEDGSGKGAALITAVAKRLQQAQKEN
#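 Incubation: 90 min at room temperature in dark / Material: recombinant HKDC1 (HK5) hexokinase enzyme, produced in-house / Quantity: enzyme 5 µg/mL final / Compound: one dose of 20 µM, 1% DMSO / Reagent: glucose and ATP substrates / Buffer or medium: Tris pH 8.0 buffer with MgCl2, Tween-20, BSA, BME / Technique: resorufin fluorescence at 613 nm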
# Numbers without * were called inactive; nt = no result given.
no.	compound	NLRP3 yeast inh	SENP8 block-1	PfG6PD inh	SENP6 inh	SENP8 block-2	SENP7 block	SENP1 inh	Apaf-1 inh	HKDC1 inh
1	O=C(Nc1ccccc1F)C(=Cc1sc(N2CCOCC2)nc1-c1ccccc1)C(=O)Nc1ccccc1F	19	5	-20	0	-34	0	-25	-11	-7
2	Cc1cccc(NC(=O)CN2C(=O)NC(C)(c3ccc4c(c3)OCO4)C2=O)c1 (stereo not drawn)	9	2	2	14	4	0	4	-9	-2
3	CC(C(=O)Nc1ccc(C(=O)O)cc1)N1C(=O)c2ccccc2C1=O (stereo not drawn)	18	4	-14	-14	18	7	2	27	-6
4	CCOC(=O)C1CCN(CCC(=O)Nc2cccc(Cl)c2)CC1	7	-5	15	-11	19	-7	-1	-3	-7
5	Cc1oc(-c2ccccc2)cc1C(=O)Nc1ccc(N(C)C)cc1	31	-5	14	-4	24	6	0	6	8
6	COc1ccc(CCNC(=O)CCS(=O)(=O)c2ccc3c(c2)NC(=O)CO3)cc1OC	10	-12	-3	-12	5	15	-1	-1	-6
7	O=C(c1cccc(Cl)c1)C1CCCN(C(=O)c2ccoc2)C1 (stereo not drawn)	3	-6	-17	-2	10	4	1	15	-9
8	CC(=O)c1cccc(N=C2C(=O)Nc3ccccc32)c1	-6	1	-12	8	-6	5	1	1	2
9	FC(F)Oc1ccc(NC(=S)N2CCc3ccccc32)cc1	19	23	19	50*	6	11	1	3	-9
10	CCN(CC(=O)Nc1ccc(Cl)c(S(=O)(=O)N(C)C)c1)CC(=O)NC(C)C	1	-4	-5	1	10	0	0	4	-6
11	O=C(COc1ncnc2cc([N+](=O)[O-])ccc12)NC(=O)NC1CCCCC1	3	-1	2	-1	-51	13	-30	-2	1
12	CC1C(=NO)C(C)C(c2ccccc2)NC1c1ccccc1 (stereo not drawn)	10	5	2	-6	6	2	3	10	15
13	COc1cc(/C=N/O)cc(Br)c1OCC(=O)NCc1ccccc1	33	-2	-38	-13	10	-2	3	9	7
14	O=C1c2ccccc2NC(c2ccc(Br)o2)N1O (stereo not drawn)	27	15	26	31	-32	28	-1	-7	-6
15	O=C(CNC(=O)c1ccc(Cl)cc1)OCC(=O)c1ccc2c(c1)OCCO2	12	6	0	-7	6	1	1	3	3
16	OCc1nc2ccccc2n1CCCCOc1ccccc1	-1	-9	-15	-8	10	-8	0	9	-2
17	CCCCn1c(N)c(N(CCC(C)C)C(=O)C2CC(=O)N(c3ccc(OC)cc3OC)C2)c(=O)[nH]c1=O (stereo not drawn)	6	-2	-8	-20	-9	5	-2	7	-4
18	CS(=O)(=O)N(CC(=O)N1CCC(C(N)=O)CC1)C1CCCCC1	5	1	-6	-14	21	-1	0	-1	-3
19	COc1ccc(/C=C(\C)c2nc(C)c(-c3ccccc3)c(=O)[nH]2)cc1	12	0	0	-14	-54	1	-90	-19	-6
20	COc1ccc(CCN2CC(C(=O)NCc3ccc(F)cc3)CC2=O)cc1OC (stereo not drawn)	9	8	-2	3	12	5	2	-4	0
21	CCOC(=O)c1c[nH]c2c3c(ccc2c1=O)CCCC3	8	1	34	-3	-10	10	-4	9	7
22	COc1ccc(NC(=O)c2oc3ccccc3c2NC(=O)C(C)(C)C)cc1	2	-3	24	-1	-20	-2	-2	4	12
23	C=CC[C@@H](CC(=O)NCCO)C(=O)N[C@@H](C)COC(=O)[C@H](CC=C)CC(=O)OC(C)(C)C	25	-10	21	-16	8	-11	1	-6	-7
24	CCOc1ncccc1-c1nc(-c2cccs2)no1	2	-11	-2	-5	4	-3	1	9	0
25	O=C(NC(=S)Nc1ccc2c(c1)C(=O)c1ccccc1C2=O)c1ccc(F)cc1	18	52*	nt	78*	nt	64*	nt	3	nt
26	CCc1ccc(NC(=O)Nc2cccs2)cc1	31	57*	27	78*	9	47	8	4	-5
27	O=C1CC(C(=O)N2CCOCC2)C2(CCCC2)O1 (stereo not drawn)	-10	-1	0	-10	17	2	2	-1	0
28	Cc1cc(OC(C)C(=O)NCc2cccnc2)c2c(C)c(Cc3ccccc3)c(=O)oc2c1 (stereo not drawn)	4	11	-4	-4	-267	-2	1	12	5
29	COc1ccc(/C=C2\N=C(C(C)(C)C)OC2=O)c(OC)c1	18	-6	-14	-4	-16	-1	-1	-3	1
30	CCOC(=O)C1CCCN(C(=O)COc2ccc(N(C)S(=O)(=O)c3ccc(F)cc3)cc2)C1 (stereo not drawn)	2	9	10	-10	12	2	0	0	-4
31	O=C(Nc1cccc(-c2cnc3ccccc3n2)c1)c1ccncc1	17	-5	10	-4	-25	4	0	2	-3
32	N=C1c2ccccc2CN1NC(=O)c1cccc(S(=O)(=O)N2CCCC2)c1	2	1	13	12	13	-1	2	0	-3

# Single values from above.
# For SENP8 block-2, CCc1ccc(NC(=O)Nc2cccs2)cc1 reads 9
# For NLRP3 yeast inh, O=C(NC(=S)Nc1ccc2c(c1)C(=O)c1ccccc1C2=O)c1ccc(F)cc1 reads 18
# For SENP1 inh, O=C1CC(C(=O)N2CCOCC2)C2(CCCC2)O1 (stereo not drawn) reads 2
# For SENP7 block, N=C1c2ccccc2CN1NC(=O)c1cccc(S(=O)(=O)N2CCCC2)c1 reads -1
# For SENP8 block-2, COc1ccc(/C=C2\N=C(C(C)(C)C)OC2=O)c(OC)c1 reads -16

# Next structures follow:
no.	compound	NLRP3 yeast inh	SENP8 block-1	PfG6PD inh	SENP6 inh	SENP8 block-2	SENP7 block	SENP1 inh	Apaf-1 inh	HKDC1 inh
33	O=C(Nc1cccc(F)c1)c1ccc2ncsc2c1	32	30	2	42	-21	45	-3	0	-10
34	CN(C(=O)CSc1nnc(-c2ccncc2)n1-c1ccccc1)C1CCS(=O)(=O)C1 (stereo not drawn)	1	-2	10	-23	-34	5	0	-6	-6
35	CCC(=O)NCCCCNC(=O)CC	14	-3	-3	-5	4	-3	1	-2	-2
36	O=C(COC(=O)CNS(=O)(=O)c1ccc(F)c(F)c1F)NC1CC1	10	1	0	-9	12	1	-1	-6	-6
37	CCOc1nnnc2c1sc1nc(N3CCOCC3)c3c(c12)CCCC3	20	-3	1	-20	-97	0	-3	17	5
38	COC(=O)N/N=C(C)/C=C/c1ccccc1	6	-9	-3	21	21	1	2	-4	-2
39	CCn1c(O)c(/C=C2\C=Nc3ccccc32)sc1=O	5	3	14	-33	8	1	-21	25	-2
40	N#Cc1ccccc1-c1ccccc1C(=O)N1CCCCC1	13	-8	1	-9	12	-5	2	1	-3
41	O=C(Nc1ccc(N2CCN(C(=O)c3ccco3)CC2)cc1)c1ccco1	10	-8	-3	10	21	8	3	-6	-1
42	CCCn1nc(C(=O)N2CCCc3ccccc32)c2ccccc2c1=O	13	-1	5	-21	5	4	4	7	-5
43	O=C(Nc1ccc(-c2nc3ccccc3[nH]2)cc1)c1c(F)c(F)c(F)c(F)c1F	15	-3	-16	18	-277	5	2	-5	7
44	O=c1[nH]ncc2c3ccccc3n(Cc3ccccc3)c12	11	8	-3	-8	7	1	-2	8	-1
45	COc1ccc(Cn2c(-c3ccco3)nc3oc4cc(OC)ccc4c(=O)c3c2=O)cc1	7	17	-1	50*	-6	41	-20	22	4
46	COc1cccc(NC(=O)COC(=O)c2cc(=O)c3ccccc3o2)c1	4	-13	-6	7	1	-6	4	-2	4
47	Cc1ccc2nc(SCC(=O)NCc3ccco3)nc(=O)n2c1	15	4	0	-17	-59	7	4	6	-2
48	CC1(C)Cc2cccc(OCC(=O)N3CCN(c4ccccc4Cl)CC3)c2O1	31	-12	8	-24	10	5	0	31	4
49	S=c1[nH]nc(CCc2nc3ccccc3[nH]2)n1-c1ccccc1	14	-6	28	-17	15	-4	3	4	-7
50	CCCn1c(CNS(=O)(=O)c2ccc(C)cc2)nc2ccccc21	-4	-7	7	-22	-6	15	-3	1	-3
51	COc1ccccc1-c1nnc(SCC(=O)Nc2ccc(S(N)(=O)=O)cc2)n1N	9	3	-2	17	11	-6	1	-24	1
52	Cc1ccc(NCC(O)C(O)C(O)CO)c(N=Nc2ccccc2)c1C (stereo not drawn)	8	0	5	-3	10	-6	3	5	-4
53	Clc1cccc(Cl)c1OCCCCN1CCCCC1	41	-1	6	4	16	-9	2	-5	-5
54	COc1ccccc1C(=O)N1CCN(Cc2nc3cc([N+](=O)[O-])ccc3n2C)CC1	9	-4	-2	-22	4	-2	1	-5	-2
55	Cc1ccccc1C(=O)N1CCN(c2ccc(N3CCOCC3)nn2)CC1	13	14	1	-1	-422	-5	-17	10	-8
56	Cc1ccc(C(=O)N/N=C\c2ccc(OC(=O)c3cccc(F)c3)cc2)cn1	6	-11	-7	0	4	-1	2	7	-6
57	Cc1ccc(C(=O)N(C)CC(=O)Nc2cccc(C)c2C)o1	2	-5	-7	-15	4	-7	2	2	0
58	CSc1ccc(S(=O)(=O)NCc2ccccc2)cc1	23	2	-21	-5	7	5	-1	8	9
59	O=C(O)c1ccccc1N=Cc1c(O)n(-c2nccs2)c(=O)c2ccccc12	7	2	11	-3	2	2	-58	-22	4
60	CCOC(=O)C1(CCc2ccccc2)CCN(C(=O)CN2C(=O)CSC2=O)CC1	10	-8	-18	-13	2	-12	0	5	-4
61	Cc1ccc(OCCCN2C(=O)C(=O)c3cccc(C)c32)cc1	19	-5	7	-22	20	2	1	36	24
62	COc1ccc2[nH]c(=O)c(COC(=O)c3cccs3)cc2c1	9	5	2	-5	-224	2	1	-5	-2
63	Cn1c(SCC(=O)Nc2ccccc2O)nnc1-c1ccco1	6	4	3	5	3	1	0	-15	7
64	Cc1cc(SCC(=O)NCC2CCCO2)nc2ccccc12 (stereo not drawn)	19	-5	3	5	-11	-6	57*	-7	-3
65	COc1ccccc1-c1ccc(NC2CCCCC2)nn1	17	-10	7	-4	-7	0	-1	7	-9
66	Cc1cc(C)nc(SCCn2c(N3CCOCC3)nc3c2c(=O)[nH]c(=O)n3C)n1	14	2	20	1	-2	2	1	-6	-8
67	COc1cc(-c2nc3ccccn3c2/N=C/c2cc(OC)c(O)cc2Cl)ccc1O	-105	-8	14	1	-334	0	-10	17	9
68	Cc1ccc(NCCCn2cnc(C(=O)Nc3ccc(C)c(C)c3)n2)cc1C	nt	nt	6	nt	12	nt	1	nt	12
69	COc1ccc(CNC(=O)CSc2nnnn2Cc2ccccc2)cc1	7	-1	-7	-6	15	-1	1	-5	1
70	COc1ccc(S(=O)(=O)N2CCCCC2)cc1NC(=O)c1ccc(CS(C)(=O)=O)cc1	7	-11	-7	-11	7	-5	-2	12	0
71	CC1(C)CC(=O)C=C(c2cccc3c2oc2ccccc23)C1	14	-14	-5	-30	12	-12	1	32	1
72	COc1cc(/C=C/C(=O)c2c(O)ccc3c(C)cc(=O)oc23)ccc1O	32	2	12	4	-353	-2	-2	-5	4

# Whole records as entered above. Order of values: NLRP3 yeast inh | SENP8 block-1 | PfG6PD inh | SENP6 inh | SENP8 block-2 | SENP7 block | SENP1 inh | Apaf-1 inh | HKDC1 inh
# Record of O=C1c2ccccc2NC(c2ccc(Br)o2)N1O (stereo not drawn) → 27 | 15 | 26 | 31 | -32 | 28 | -1 | -7 | -6
# Record of S=c1[nH]nc(CCc2nc3ccccc3[nH]2)n1-c1ccccc1 → 14 | -6 | 28 | -17 | 15 | -4 | 3 | 4 | -7

# High-throughput results as filed in PubChem BioAssay.

# Compounds as they come; 4.1% or so of the library scored in one or more.
